# Assay outcomes: PubChem BioAssay, Sanford-Burnham Center for Chemical Genomics
# Jurkat NFkB inh = inhibitors of induced NF-kB luciferase reporter, primary screen, TCR NF-kB activation inhibitor project, cell-based, luminescence, uHTS. AID 435003, 2010. actives 0.53% (n = 330,000). inhibition, % at 4 µM. Jurkat, PMA/ionomycin-induced NF-kB luciferase reporter; in the data active = inhibition above about 50%
# UPR XBP1 act = activators of adaptive XBP1 UPR arm, primary screen, cell-based, CHO-XBP1 luciferase reporter, luminescence, uHTS. IRE1-XBP1 UPR activation; percent of tunicamycin response, DMSO as zero. activation, % at 20 µM. actives 0.33% (n = 330,000). AID 463104, 2010;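 active = versus positive control, 20 µM dose yields 30% or more activation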;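 note: 100% = tunicamycin at 10 µg/mL and 0% = DMSO only wells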
#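 Material – CHO cell line with stable XBP1 luciferase reporter · Buffer or medium – F12 plus 10% FBS · Compound – single point, 20 µM final compound, 1% DMSO · Schedule – 16-18 h cell attachment at 37 °C, then 6 h compound exposure · Signal – Steady-Glo luminescence read · Benchmarks – high control tunicamycin 10 µg/mL final, low control DMSO vehicle only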
# EBI2 block = EBI2 receptor antagonists, beta-arrestin recruitment, primary screen, cell-based, luminescence, 7a,25-OHC stimulation, uHTS; G-protein coupled receptor 183 (Homo sapiens), P32249; 7a,25-OHC stimulated; inhibition, % at 5 µM; actives 0.81% (n = 360,000); AID 651636, 2012; in the data active = inhibition above about 38%;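 note: enzyme fragment complementation signal reports receptor beta-arrestin coupling in cells; 0% = agonist plus DMSO wells and 100% = wells without agonist; some results beyond the cut were filed as inactive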
# Target sequence (P32249 whole entry, looked up, the tested form may be a part): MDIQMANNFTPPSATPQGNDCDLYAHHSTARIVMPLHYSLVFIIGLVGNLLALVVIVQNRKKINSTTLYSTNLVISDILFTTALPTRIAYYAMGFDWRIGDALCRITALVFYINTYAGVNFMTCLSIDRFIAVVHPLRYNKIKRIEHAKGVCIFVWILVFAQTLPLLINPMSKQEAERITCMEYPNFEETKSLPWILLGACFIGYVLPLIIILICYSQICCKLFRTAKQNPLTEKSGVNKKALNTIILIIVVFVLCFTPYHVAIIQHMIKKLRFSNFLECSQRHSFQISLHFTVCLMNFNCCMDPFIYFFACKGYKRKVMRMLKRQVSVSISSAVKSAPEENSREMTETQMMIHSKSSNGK
# CXCR6 inh = CXCR6 receptor inhibitors, primary screen, cell-based, beta-arrestin, luminescence, CHO-K1 PathHunter, 1536-well | C-X-C chemokine receptor type 6 (Homo sapiens), O00574 | inhibition, % at 20 µM | actives 0.36% (n = 360,000); in the data active = inhibition above about 34%, passing the limit was not always enough;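 note: antagonist mode with CXCL16 agonist at 10 nM final; 0% = 10 nM CXCL16 with DMSO and 100% = unstimulated wells without agonist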
# Target sequence (O00574 whole entry, looked up): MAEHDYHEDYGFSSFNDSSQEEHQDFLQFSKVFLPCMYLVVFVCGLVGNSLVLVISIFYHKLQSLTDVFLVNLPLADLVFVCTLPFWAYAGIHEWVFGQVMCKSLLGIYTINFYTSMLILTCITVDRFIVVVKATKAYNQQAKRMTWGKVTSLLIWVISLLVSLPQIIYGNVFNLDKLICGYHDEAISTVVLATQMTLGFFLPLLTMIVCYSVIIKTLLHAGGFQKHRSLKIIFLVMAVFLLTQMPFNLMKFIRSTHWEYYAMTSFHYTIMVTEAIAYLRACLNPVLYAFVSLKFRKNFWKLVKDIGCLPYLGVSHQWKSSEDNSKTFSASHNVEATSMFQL
# CCR6 antagonist = CCR6 receptor antagonists, primary screen, cell-based, CHO-K1, luminescence, beta-arrestin, uHTS; C-C chemokine receptor type 6 (Homo sapiens), P51684; actives 0.49% (n = 340,000); inhibition, % at 20 µM; CHO-K1 CCR6 PathHunter beta-arrestin, CCL20-stimulated;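 active = compounds whose inhibition of the agonist-driven luminescence signal at 20 µM reaches about 50%, limit read from the data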;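 note: cells stimulated with CCL20 at 14 nM final; plate controls were DMSO with CCL20 for no effect and DMSO without agonist for full effect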
# Target sequence (P51684 whole entry, looked up): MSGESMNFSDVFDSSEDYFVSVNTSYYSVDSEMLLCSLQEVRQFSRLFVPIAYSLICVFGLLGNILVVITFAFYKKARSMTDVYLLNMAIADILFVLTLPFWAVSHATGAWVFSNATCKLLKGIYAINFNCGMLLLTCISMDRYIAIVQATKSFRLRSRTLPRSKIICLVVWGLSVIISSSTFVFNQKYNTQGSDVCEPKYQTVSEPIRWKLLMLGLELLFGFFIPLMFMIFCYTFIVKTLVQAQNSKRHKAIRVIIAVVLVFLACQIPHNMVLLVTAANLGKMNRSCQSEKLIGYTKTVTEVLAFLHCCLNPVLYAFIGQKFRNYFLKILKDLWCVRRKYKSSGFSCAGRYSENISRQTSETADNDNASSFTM
# UPR CHOP act = activators of apoptotic CHOP UPR arm, primary screen, cell-based, CHO-CHOP luciferase reporter, luminescence, uHTS; UPR activation; percent of tunicamycin response over DMSO baseline; activation, % at 10 µM; actives 0.34% (n = 330,000);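 active = at 10 µM dose, activation of 40% or more, normalized to positive control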;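 note: 100% = tunicamycin at 10 µg/mL and 0% = DMSO alone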
#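 System: CHO-CHOP luciferase reporter cell line; amount: 500 cells/well; buffer or medium: F12 medium containing 10% fetal bovine serum; incubation: 6 h compound exposure at 37 °C after overnight seeding; measured by: luciferase luminescence after 10 min with Steady-Glo reagent; evaluation: % reporter activation, DMSO baseline versus tunicamycin full activation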
# 697 NFkB inh = inhibitors of PMA/ionomycin-induced NF-kB reporter, 697 cells, primary screen, B-cell NF-kB inhibitor project, cell-based, luminescence, uHTS; 697 B-cell NF-kB luciferase reporter, 16 h; AID 435022, 2010; actives 0.33% (n = 330,000); inhibition, % at 4 µM; in the data active = inhibition above about 35%
# Gli-Sufu block = Gli-Sufu pathway antagonists, primary screen, luciferase luminescence, Sufu-KO-LIGHT cells, uHTS. Sufu-KO-LIGHT fibroblasts, Gli luciferase reporter luminescence. inhibition, % at 5 µM. actives 0.74% (n = 340,000). AID 588413, 2011;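 active = inhibition above about 55%, limit read from the data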;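 note: 0% = DMSO-treated cells and 100% = wells with medium but no cells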
# Mdm2 MdmX PPI = inhibitors of human Mdm2-MdmX association, primary screen, cell-based, luminescence, split luciferase, SaOS-2, uHTS; Protein Mdm4 (Homo sapiens) + E3 ubiquitin-protein ligase Mdm2 (Homo sapiens), …; SaOS-2 split-luciferase Mdm2/MdmX complementation; inhibition, % at 8 µM; actives 3% (n = 330,000);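 active = inhibition of at least 50% at 8 µM in the primary screen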
# An asterisk follows results filed as active; · = not tested or not shown.
SMILES,Jurkat NFkB inh,UPR XBP1 act,EBI2 block,CXCR6 inh,CCR6 antagonist,UPR CHOP act,697 NFkB inh,Gli-Sufu block,Mdm2 MdmX PPI
COC(=O)C1CCC(=S)N1C(=O)c1ccccc1 (stereo unspecified),14,17,-5,17,29,0.6,13,3,-2
NNC(=O)c1ccc(NS(=O)(=O)c2ccc(Br)cc2)cc1,-15,1,·,·,·,-0.5,-5,·,-16
CN(Cc1ccccc1)c1ncnc(N)c1[N+](=O)[O-],-1,-2,0,3,10,-1.3,-15,-3,42
NC(=O)C(C(=O)/C=C/c1ccc(Cl)cc1)=C1SCCS1,14,-1,10,6,11,9.1,2,3,92*
COc1ccc(/C=C/C(=O)OCC(=O)Nc2cccc(S(=O)(=O)NC3=NCCCCC3)c2)cc1,5,-1,0,3,16,-0.9,8,-14,17
Cc1cccc(NC(=O)CSc2nccn2C)c1,-26,0,-21,-12,-7,1.2,-6,12,-5
CN(C)c1nc(C(=O)OCCO)nc(N(C)C)n1,-11,3,-3,-6,-10,1.3,0,-7,13
C=CCn1c(SCC(=O)NCCc2ccccc2)nc2c([nH]c3ccccc32)c1=O,4,-3,4,2,6,1.0,5,-1,41
CCN(CC1COc2ccccc2O1)S(=O)(=O)c1ccc(C)cc1 (stereo unspecified),7,3,0,2,6,0.0,5,5,-9
CC1(C)CC2(CC(c3ccccc3)c3ccc(O)cc3O2)NC(=S)N1 (stereo unspecified),5,0,-2,-1,5,-0.8,9,20,-2
O=C(NC1CCCCCC1)c1cc(S(=O)(=O)N2CCOCC2)ccc1F,4,1,5,0,3,0.9,-5,-30,14
CCCCn1c(=O)n(CC(=O)Nc2ccc(OC)c(Cl)c2)c(=O)c2c1nc(CO)n2CCC,13,1,-2,4,-14,-2.7,-18,-12,5
COc1ccc(CC2S/C(=C(\C#N)C(=O)NCc3ccco3)N(c3ccc(C)cc3)C2=O)cc1 (stereo unspecified),5,-3,2,5,4,2.1,-13,1,-15
Clc1ccc(-c2nnc(SCc3ccon3)o2)c(Cl)c1,-118,-1,8,7,17,0.5,-172,-84,-107
CC(C)c1ccc(OCC(=O)NCc2n[nH]c(=O)c3ccccc23)cc1,4,2,5,-4,9,3.0,16,-6,25
O=C(CSc1nc(C2CCCCC2)n(-c2ccccc2)n1)NCC(F)(F)F,3,0,-2,7,-11,-1.3,-25,4,-12
O=[N+]([O-])c1cc(/C=N/N2CCN(c3ccccc3)CC2)ccc1Cl,-19,0,10,-3,4,4.4,-17,-13,-31
CCOc1ccc(-n2cc(C(=O)N3CCC(C)CC3)c3cc(OC)c(OC)cc3c2=O)cc1,11,-2,-3,3,-7,-0.3,-11,9,-41
Cc1cccc(OC(=O)C2C(c3ccccc3)C(C(=O)O)C2c2ccccc2)c1 (stereo unspecified),-5,6,5,5,-4,-0.4,-16,6,14
CCC(C(=O)NC1CCCC1)N(C(=O)Cn1nnc(-c2ccc(C)o2)n1)c1ccc(OC)c(OC)c1 (stereo unspecified),3,2,-2,-4,12,1.6,6,-12,12
O=P(CCCCCCCCCP(=O)(c1ccccc1)c1ccccc1)(c1ccccc1)c1ccccc1,-8,2,-7,29,9,9.6,-9,17,66*
CCNC(=S)Nc1cc(OC)c(NC(=O)c2ccco2)cc1OC,-40,-2,-3,-4,3,-0.5,-24,-4,-37
CCOc1ccc(S(=O)(=O)N2CCN(C(=O)c3oc4ccccc4c3C)CC2)cc1,·,·,24,7,30,·,·,-1,·
S=c1[nH]nc(C(c2ccccc2)C2CCCCC2)o1 (stereo unspecified),2,1,2,-2,0,1.5,15,4,-1
CC1(c2cccc([N+](=O)[O-])c2)CC(C)(C)N(C(=O)c2ccccc2)c2ccccc21 (stereo unspecified),10,-1,18,1,10,1.8,-4,8,8
SMILES,Jurkat NFkB inh,UPR XBP1 act,EBI2 block,CXCR6 inh,CCR6 antagonist,UPR CHOP act,697 NFkB inh,Gli-Sufu block,Mdm2 MdmX PPI
N#Cc1cc([N+](=O)[O-])ccc1Oc1ccc(-c2nnco2)cc1,0,-1,-9,2,9,2.6,15,6,16
Cc1ccccc1Cn1cc(CCC(=O)N2CCOCC2)c2ccccc21,-10,-1,3,-1,16,-1.4,0,-6,-9
COc1ccccc1CNC(=O)CS(=O)(=O)Cc1ccccc1,8,-6,-8,8,4,2.1,13,-3,25
O=C(c1ccc(Cl)cc1)N1CCN(C(=O)c2ccco2)CC1,12,-3,10,-3,-1,-1.6,7,4,-5
O=C1Cc2c([nH]c3ccc(Br)cc23)-c2ccccc2N1,·,·,-8,-3,3,·,·,-125,·
Cc1ccc(NC(=O)CSc2nnc(-c3cc(C)on3)o2)cc1,14,-1,7,0,6,-0.8,13,-29,8
O=C(NCCCN1CCOCC1)C(=O)NCC1OCCN1S(=O)(=O)c1ccc(F)cc1 (stereo unspecified),6,-3,-6,5,0,2.3,11,-4,-2
CCCCn1c(SCC(=O)Nc2ccc3c(c2)OCCO3)nnc1C(CC)N(C)C (stereo unspecified),-12,0,-11,6,-2,1.0,12,-7,1
COc1ccccc1N(C)S(=O)(=O)c1ccc(Cl)c(C(=O)NNC(=O)c2ccccc2O)c1,-2,-5,-3,11,-4,-0.1,-9,-12,35
CC(C)CNC(=O)COC(=O)c1cc(S(=O)(=O)N2CCCCC2)ccc1N1CCOCC1,14,-6,2,-18,2,-3.3,17,25,27
Nc1nc(-c2ccc(Br)cc2)cs1,-34,3,-10,-16,12,6.2,-33,-55,-68
COc1ccc(NC(=O)CSc2nnnn2C)cc1S(=O)(=O)N1CCCCC1,-3,-1,-3,4,1,-2.0,8,-14,9
COc1ccc(NCc2n[nH]nc2-c2ccccc2)cc1Cl,0,2,-1,-3,-3,-0.8,-17,-19,21
CCOC(=O)C(NC(=O)CC)(Nc1ccccc1OC)C(F)(F)F (stereo unspecified),-7,-5,-5,-3,-1,1.0,3,8,33
COc1cc(C(=O)NCC(=O)OCCN2C(=O)c3ccccc3C2=O)cc(OC)c1OC,-1,1,7,2,-3,0.0,-1,·,-6
CCOc1c(Cl)cnn(-c2ccc(C)cc2)c1=O,-9,-2,6,3,-11,4.7,-34,-3,19
S=C(Nc1ccc(Cl)cc1Cl)N1CCN(c2ccccn2)CC1,-6,-6,0,-5,1,3.7,2,5,26
COC(=O)CSc1nnc(-c2cccnc2)n1C,-14,0,6,2,-14,2.0,11,9,15
Cc1nn(Cc2cccc(F)c2)c(C)c1NC(=O)c1c(Cl)cnn1C,-1,-3,-5,-6,11,1.5,11,1,11
COc1ccc(Cl)cc1S(=O)(=O)N1CCCC1=O,0,2,-13,-2,-3,-3.0,8,-1,-40
O=C(Nc1ncc(Cc2ccc(Cl)cc2Cl)s1)c1ccc([N+](=O)[O-])cc1,-28,2,-13,-1,10,1.6,-62,-31,43
Cc1cc(S(=O)(=O)NCCN(C)C)c(C)s1,2,0,4,-5,2,1.6,5,0,-7
COc1ccc(/C=N\NC(=O)c2cc(O)c(O)c(O)c2)cc1COc1ccc(C(=O)OCC(C)C)cc1,18,41*,4,9,55*,4.6,-14,39,-3
COCCCNc1nc2cc(OC)c(OC)cc2c2nc(-c3ccccc3)nn12,-7,14,10,6,2,1.6,37*,4,45
Cc1c(NC(=O)C23CC4CC(CC(C)(C4)C2)C3)c(=O)n(-c2ccccc2)n1C,11,1,5,0,4,-0.1,-1,6,25
SMILES,Jurkat NFkB inh,UPR XBP1 act,EBI2 block,CXCR6 inh,CCR6 antagonist,UPR CHOP act,697 NFkB inh,Gli-Sufu block,Mdm2 MdmX PPI
CCC1SC2=NC(C)=C(C(=O)OC)C(c3ccc(C)cc3)N2C1=O (stereo unspecified),-2,-3,7,1,8,-0.8,2,-1,7
Clc1ccc(CNc2nnnn2-c2ccccc2)c(Cl)c1,8,-2,4,-10,7,-0.3,-21,-17,-9
Cc1ccccc1-n1c(SCc2c(C)noc2C)nnc1-c1ccncc1,12,0,-2,4,0,-2.3,5,9,33
CC(C(=O)NNS(=O)(=O)c1cccc(C(F)(F)F)c1)n1nnc(N2CCOCC2)n1 (stereo unspecified),-7,1,1,-8,7,4.5,-9,-4,-14
O=C(Oc1ccc2ccccc2c1)c1cncc(Br)c1,6,-1,9,0,4,1.1,14,-11,15
C=CCN1N=C(/C=C/c2ccc(OC)cc2)CCC1=O,-43,0,2,2,12,2.7,-50,-11,-32
COc1cccc(CN(C)C(=O)CN2C(=O)NC(c3ccccc3)(c3ccccc3)C2=O)c1,4,3,6,2,0,2.0,9,-9,9
COc1cc(CNCCSc2nnnn2C)cc(Br)c1OCc1ccc(F)cc1,-9,3,11,-4,8,0.0,0,-12,32
CCOc1ccccc1C(=O)N(CCC(=O)OC)c1ccccn1,10,-1,2,-1,15,0.1,15,-4,7
C[C@H](NC(=O)N1CCC(Cc2ccccc2)CC1)C(=O)O,-9,-6,1,9,-6,2.4,5,3,19
Cc1nn(C)cc1/C=N/n1nnnc1N,-5,-3,-4,-2,13,1.8,-22,-4,1
Cc1c(C(=O)OCC(O)=C(C#N)c2nc3ccccc3[nH]2)oc2ccc(Br)cc12,·,·,-4,2,18,·,·,8,·
COc1ccc(OCc2cc(C(=O)NC(C)c3csc(C)n3)no2)c(Cl)c1 (stereo unspecified),-62,-2,7,0,7,7.0,-46,14,-87
CCOc1nc2c(c(-c3cccs3)c1C#N)Cc1ccccc1-2,-12,4,13,-27,23,4.0,5,17,35
COc1ccc(C)cc1S(=O)(=O)N(C)CC(=O)NC1CCCCCC1,-1,-4,5,7,4,0.6,13,19,3
O=C(Nc1ccc(S(=O)(=O)Nc2ncccn2)cc1)c1ccc(Br)o1,12,-5,-3,4,-3,-1.3,5,-1,22
C=CCn1c(O)c(N=NC(=O)CNC(=O)/C=C/c2ccc(OC)cc2)c2ccccc21,7,0,1,1,14,0.9,17,-15,11
COc1cc(CN2CC(C)OC(C)C2)cc(OC)c1 (stereo unspecified),4,2,-19,0,3,0.8,15,0,14
CS(=O)(=O)N(Cc1ccccc1)c1ccc(C(=O)N2CCOCC2)cc1,-10,-3,1,-16,9,-0.7,-44,25,11

# Grouped by structure, the entries above with two or more sulfur atoms
SMILES,Jurkat NFkB inh,UPR XBP1 act,EBI2 block,CXCR6 inh,CCR6 antagonist,UPR CHOP act,697 NFkB inh,Gli-Sufu block,Mdm2 MdmX PPI
NC(=O)C(C(=O)/C=C/c1ccc(Cl)cc1)=C1SCCS1,14,-1,10,6,11,9.1,2,3,92*
COc1ccc(NC(=O)CSc2nnnn2C)cc1S(=O)(=O)N1CCCCC1,-3,-1,-3,4,1,-2.0,8,-14,9
Cc1cc(S(=O)(=O)NCCN(C)C)c(C)s1,2,0,4,-5,2,1.6,5,0,-7
